High-throughput results as filed in PubChem BioAssay.
PL biosyn Enam – animal cell phospholipid biosynthesis inhibition, Enamine screen | ZR-82 CHO cells, pyrene fatty acid UV survival, CellTiter Blue; peroxisome-deficient CHO-K1 mutant line; plus DGAT-1, DGAT-2 and ACAT inhibitors | calls only at 10 µM | 20,000 tested, 0.4% active;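 active means cell survival signal 2 SD away from solvent-only control wells, confirmed on one or two retests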;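 further: 3 h compound exposure then viability read about one day after UV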
Calls only.

CN1/C(=C\P(=S)(c2ccccc2)c2ccccc2)C(C)(C)c2ccccc21 was read as PL biosyn Enam inactive.
`Cc1c(N)c(C)c([N+](=O)[O-])c(C)c1[N+](=O)[O-]` gave PL biosyn Enam inactive.
CC(C)OP(=S)(CC(=O)N1c2ccccc2Sc2ccccc21)OC(C)C was read as PL biosyn Enam inactive.
`C=Cn1ccnc1P(=S)(c1ccc(C)o1)c1nccn1C=C` gave PL biosyn Enam inactive.
COc1cc(/C=N/NP(=S)(c2ccccc2)c2ccccc2)ccc1O was read as PL biosyn Enam inactive.
FC(F)(F)C(=NP(=S)(Nc1ccccc1)Nc1ccccc1)Nc1ccccc1 was read as PL biosyn Enam inactive.
CCCN1C(=O)CC(=O)NC1=S was read as PL biosyn Enam inactive.
For Clc1ccc(NC2=NCCCS2)cc1Cl the results were PL biosyn Enam inactive.
O=[N+]([O-])c1cc2c(c(C[N+]34CCN(CC3)CC4)c1)OCOC2 was read as PL biosyn Enam inactive.
`COc1ccc(NP(=S)(N(C)C)C(Cl)(Cl)Cl)cc1` (stereo not drawn) gave PL biosyn Enam inactive.
Screening Cc1nn(-c2ccccc2)c2c1P(=S)(Oc1ccccc1)/C(=C1/N(C)c3ccccc3C1(C)C)C=N2 (stereo not drawn) returned PL biosyn Enam inactive.
For Cc1c(P(=S)(c2ccccc2)c2ccccc2)[n+]2ccccc2n1C the results were PL biosyn Enam inactive.
For CN(C)P1(N(C)C)=Nc2c(c(N)nn2C)C(c2ccccc2)=N1 the results were PL biosyn Enam inactive.
Screening O=c1oc2ccccc2c2c1C(c1cccnc1)c1c(c3ccccc3oc1=O)O2 returned PL biosyn Enam inactive.
O=S(=O)(NC1CN2CCC1CC2)c1ccc(Cl)cc1 (stereo not drawn) was read as PL biosyn Enam inactive.

Quoted from the listing, 7 compounds:
CN1/C(=C\P(=S)(c2ccccc2)c2ccccc2)C(C)(C)c2ccccc21 was read as PL biosyn Enam inactive.
`Cc1c(N)c(C)c([N+](=O)[O-])c(C)c1[N+](=O)[O-]` gave PL biosyn Enam inactive.
CC(C)OP(=S)(CC(=O)N1c2ccccc2Sc2ccccc21)OC(C)C was read as PL biosyn Enam inactive.
`C=Cn1ccnc1P(=S)(c1ccc(C)o1)c1nccn1C=C` gave PL biosyn Enam inactive.
COc1cc(/C=N/NP(=S)(c2ccccc2)c2ccccc2)ccc1O was read as PL biosyn Enam inactive.
FC(F)(F)C(=NP(=S)(Nc1ccccc1)Nc1ccccc1)Nc1ccccc1 was read as PL biosyn Enam inactive.
CCCN1C(=O)CC(=O)NC1=S was read as PL biosyn Enam inactive.

Back to the main list; the 2 compounds before the break are reprinted first.
Screening O=c1oc2ccccc2c2c1C(c1cccnc1)c1c(c3ccccc3oc1=O)O2 returned PL biosyn Enam inactive.
O=S(=O)(NC1CN2CCC1CC2)c1ccc(Cl)cc1 (stereo not drawn) was read as PL biosyn Enam inactive.
Screening COC(=O)c1cc2c(s1)=NC=NP=2(N1CCOCC1)N1CCOCC1 returned PL biosyn Enam inactive.
CN(C)P(=NC(=O)C(Cl)(Cl)Cl)(N(C)C)N(C)C was read as PL biosyn Enam inactive.
For CN(C)CC(C)(O)c1ccc(Cl)cc1 (stereo not drawn) the results were PL biosyn Enam inactive.
Screening O=P(Oc1ccccc1)(Oc1ccccc1)OC(c1ccccc1)C(Cl)(Cl)Cl (stereo not drawn) returned PL biosyn Enam inactive.
`O=P(Nc1ccccc1)(C(Cl)(Cl)Cl)C(Cl)(Cl)Cl` gave PL biosyn Enam inactive.
O=P(O)(O)C12CC3CC(CC(C3)C1)C2 was read as PL biosyn Enam inactive.
CCOC=C1C(=O)NC(=O)NC1=O was read as PL biosyn Enam inactive.
Screening O=[N+]([O-])c1cc(C(F)(F)F)cc([N+](=O)[O-])c1S(=O)(=O)O returned PL biosyn Enam inactive.
For COc1cc(OC)c(OC)cc1/C=N/NP(=S)(c1ccccc1)c1ccccc1 the results were PL biosyn Enam inactive.
For CN(C)P(=O)(N(C)C)N1CCCc2ccccc21 the results were PL biosyn Enam inactive.
For CN1/C(=C2\C=NN(c3ccccc3)P2(=S)N2CCCC2)C(C)(C)c2ccccc21 (stereo not drawn) the results were PL biosyn Enam inactive.
Screening O=C1NC(=S)NC(=O)C1=Cc1ccc(Br)s1 returned PL biosyn Enam inactive.
O=[N+]([O-])c1cnc2ccc3ccccc3c2c1 was read as PL biosyn Enam inactive.
CN1/C(=C\P(=S)(/C=C2/N(C)c3ccccc3C2(C)C)Oc2ccc(C34CC5CC(CC(C5)C3)C4)cc2)C(C)(C)c2ccccc21 was read as PL biosyn Enam inactive.
Screening Oc1cc2c(cc1CN1CCN(c3ccc(F)cc3)CC1)OCO2 returned PL biosyn Enam inactive.
`O=C1CCCCC1P(=S)(c1ccccc1)N1CCOCC1` (stereo not drawn) gave PL biosyn Enam inactive.
For O=C(O)c1sc2cc(Cl)ccc2c1Cl the results were PL biosyn Enam inactive.
CN1/C(=C\P(=S)(c2ccccc2)N2CCOCC2)C(C)(C)c2ccccc21 (stereo not drawn) was read as PL biosyn Enam inactive.
Screening FC(F)(F)c1cnc(N2CCNCC2)c(Cl)c1 returned PL biosyn Enam inactive.
For c1ccc2c(c1)-c1ccccc1C2[N+]12CCN(CC1)CC2 the results were PL biosyn Enam inactive.
`COc1ccc(NP(=O)(Oc2ccc(Cl)cc2)Oc2ccc(Cl)cc2)cc1OC` gave PL biosyn Enam inactive.
CN1CCN(c2ccc([N+](=O)[O-])cc2)CC1 was read as PL biosyn Enam inactive.
Screening N=c1sccn1Cc1ccc(Cl)cc1Cl returned PL biosyn Enam inactive.
`O=[N+]([O-])c1ccc(N2CCNCC2)cc1N/N=C1/CN2CCC1CC2` gave PL biosyn Enam inactive.
Oc1ccc(/C=N/NP(=S)(c2ccccc2)c2ccccc2)cc1O was read as PL biosyn Enam inactive.
`O=P(OC(c1ccccc1)C(F)(F)C(F)(F)F)(c1ccccc1)c1ccccc1` (stereo not drawn) gave PL biosyn Enam inactive.
For CCOC(=O)c1c(C)c(P(=S)(N2CCOCC2)N2CCOCC2)n(C)c1C the results were PL biosyn Enam inactive.
Screening O=P(Nc1ccc(Cl)cc1)(Oc1ccccc1Cl)Oc1ccccc1Cl returned PL biosyn Enam inactive.
O=P(c1ccccc1)(c1nc2ccccc2s1)N1CCOCC1 (stereo not drawn) was read as PL biosyn Enam inactive.
`Cc1ccc(NC2=NC(C)(C)CS2)cc1Cl` gave PL biosyn Enam inactive.

Overlap with the part before: 2 entries; new compounds follow.
O=P(c1ccccc1)(c1nc2ccccc2s1)N1CCOCC1 (stereo not drawn) was read as PL biosyn Enam inactive.
`Cc1ccc(NC2=NC(C)(C)CS2)cc1Cl` gave PL biosyn Enam inactive.
CCN(CC)P1(=S)OC(c2cccs2)=Nc2cc(N(C)C)ccc21 (stereo not drawn) was read as PL biosyn Enam inactive.
Screening O=[N+]([O-])c1cc([N+](=O)[O-])cc(C(F)(F)F)c1 returned PL biosyn Enam inactive.
Screening C1CCCC(NC2CCCC2)CC1 returned PL biosyn Enam inactive.
`CC12CCC3C(CC=C4CC(O)CCC43C)C1C/C(=C\c1ccccc1)C2=O` (stereo not drawn) gave PL biosyn Enam inactive.
`COc1ccc(NP(=O)(Nc2ccc(OC)cc2)Oc2ccccc2)cc1` gave PL biosyn Enam inactive.
For COC(NC(=O)c1ccco1)C(Cl)(Cl)Cl (stereo not drawn) the results were PL biosyn Enam inactive.
For O=P(Nc1cccc(F)c1)(Oc1ccc(Cl)cc1)Oc1ccc(Cl)cc1 the results were PL biosyn Enam inactive.
Clc1ccc(C2C=C(c3cccnc3)Nc3nnnn32)cc1 (stereo not drawn) was read as PL biosyn Enam inactive.
Screening CC1CN=C(Nc2ccc(F)cc2)S1 (stereo not drawn) returned PL biosyn Enam inactive.
`O=c1[nH]c(=S)[nH]c(O)c1N=Nc1ccc2c(c1)OCO2` gave PL biosyn Enam inactive.
For C(=N\NC1=NCCCCC1)/c1c[nH]c2ccccc12 the results were PL biosyn Enam inactive.
Screening O=P(C=C(Cl)c1ccccc1)(/C=C(\Cl)c1ccccc1)N1CCCC1 returned PL biosyn Enam inactive.
O=[N+]([O-])c1cc(Br)c(O)c(Br)c1 was read as PL biosyn Enam inactive.
CC(C)c1ccc(NP(=O)(OCC(F)(F)F)OCC(F)(F)F)cc1 was read as PL biosyn Enam inactive.
For O=P(/C=C(\Cl)c1ccccc1)(/C=C(\Cl)c1ccccc1)NCCc1ccccc1 the results were PL biosyn Enam inactive.

Overlap with the part before: 3 compounds, followed by the next part.
O=[N+]([O-])c1cc(Br)c(O)c(Br)c1 was read as PL biosyn Enam inactive.
CC(C)c1ccc(NP(=O)(OCC(F)(F)F)OCC(F)(F)F)cc1 was read as PL biosyn Enam inactive.
For O=P(/C=C(\Cl)c1ccccc1)(/C=C(\Cl)c1ccccc1)NCCc1ccccc1 the results were PL biosyn Enam inactive.
Screening Cc1c(P(=S)(N(C)C)N(C)C)[n+]2ccccc2n1C returned PL biosyn Enam inactive.
Screening O=S(=O)(c1ccc(Cl)cc1)c1ccc(Cl)cc1 returned PL biosyn Enam inactive.
For Cc1[nH]c(=O)n(C(C)(C)C)c(=O)c1Cl the results were PL biosyn Enam inactive.
`N=c1sccn1Cc1ccccc1F` gave PL biosyn Enam inactive.
c1cc2c3c(cccc3c1)CC2 was read as PL biosyn Enam inactive.
CN1CCN(P2(=S)C3=C(CCC3)C3=C(CCC3)N2c2ccccc2)CC1 (stereo not drawn) was read as PL biosyn Enam inactive.
O=[N+]([O-])c1cc(Cl)ccc1Cl was read as PL biosyn Enam inactive.
ClC(Cl)(Cl)C1=NC(C(Cl)(Cl)Cl)=NP(c2ccccc2)(c2ccccc2)=N1 was read as PL biosyn Enam inactive.
Screening O=C1NC(=O)C(C2(O)C(=O)c3ccccc3C2=O)C(=O)N1 returned PL biosyn Enam inactive.
Screening CN1CCN(c2ncnc3sccc23)CC1 returned PL biosyn Enam inactive.
For C/C(=N\NP(=S)(c1ccccc1)c1ccccc1)c1ccc2c(c1)OCO2 the results were PL biosyn Enam inactive.
Screening Nc1cc(Cl)ccc1Cl returned PL biosyn Enam inactive.
`CC1Cc2ccccc2N1P(=O)(N(C)C)N(C)C` (stereo not drawn) gave PL biosyn Enam inactive.
Screening CCOP(=O)(OCC)C(N)c1ccc(Cl)cc1 (stereo not drawn) returned PL biosyn Enam inactive.
For CC1(C)CC2=NN(c3ccccc3)P(=S)(Nc3nccs3)C2=C(N2CCCC2)C1 (stereo not drawn) the results were PL biosyn Enam inactive.
For O=P1(N2CCOCC2)C=C(c2ccccc2)c2cc(Cl)ccc2O1 (stereo not drawn) the results were PL biosyn Enam inactive.
`Clc1ccc(NC2=NCCS2)cc1Cl` gave PL biosyn Enam inactive.
Screening Cc1cc([P+](=O)O)c(C)n1-c1ccc(Br)cc1 returned PL biosyn Enam inactive.
`COP(=O)(NC(=O)C(Cl)(Cl)Cl)OC` gave PL biosyn Enam inactive.
O=[N+]([O-])c1ccc(NC2CCC(O)CC2)c2ccncc12 (stereo not drawn) was read as PL biosyn Enam inactive.
`S=P(N/N=C/c1cccnc1)(c1ccccc1)c1ccccc1` gave PL biosyn Enam inactive.
COc1ccccc1NP(=O)(Oc1ccccc1Cl)Oc1ccccc1Cl was read as PL biosyn Enam inactive.
Screening O=c1[nH]c(=S)[nH]c(O)c1N=Nc1ccc(SC(F)F)cc1 returned PL biosyn Enam inactive.
For CN1/C(=C2\C=NN(c3ccccc3)P2(=S)N2CCOCC2)C(C)(C)c2ccccc21 (stereo not drawn) the results were PL biosyn Enam inactive.
Screening O=P(Nc1ccc2c(c1)OCCO2)(Oc1ccccc1)Oc1ccccc1 returned PL biosyn Enam inactive.
Cc1c(C[N+](C)(C)C)[n+]2ccccc2n1C was read as PL biosyn Enam inactive.
For CN1CCN(c2ccc(Cl)cc2N)CC1 the results were PL biosyn Enam inactive.
Screening O=[N+]([O-])c1ccc(NS(=O)(=O)c2ccc(F)cc2F)cc1C(F)(F)F returned PL biosyn Enam inactive.
`CC(C)Oc1ccc(NP(=O)(Oc2ccccc2)Oc2ccccc2)cc1` gave PL biosyn Enam inactive.
For CCN1CCC(n2nccc2N)CC1 the results were PL biosyn Enam inactive.
For CN(C)P(=O)(NC(C)(C)C)C(Cl)(Cl)Cl (stereo not drawn) the results were PL biosyn Enam inactive.
CCN(CC)P(=S)(/C=C1/N(C)c2ccccc2C1(C)C)CC (stereo not drawn) was read as PL biosyn Enam inactive.
O=[N+]([O-])c1ccc(N2CCNCC2)c2ccncc12 was read as PL biosyn Enam inactive.
For CCOCCCNC1CC(C)CC(C)(C)C1 (stereo not drawn) the results were PL biosyn Enam inactive.
For Nc1nnc(P(c2ccccc2)c2ccccc2)s1 the results were PL biosyn Enam inactive.
CCOP(=S)(OCC)c1ccc(N(C)C)cc1 was read as PL biosyn Enam inactive.
`COc1ccc(NP(=O)(Oc2ccccc2)Oc2ccccc2)cc1OC` gave PL biosyn Enam inactive.
COc1ccc(-[n+]2ccc(-c3cc[n+](-c4ccc(OC)cc4)cc3)cc2)cc1 was read as PL biosyn Enam inactive.
For COc1ccc(OC)c(NP(=O)(Oc2ccccc2)Oc2ccccc2)c1 the results were PL biosyn Enam inactive.

The list is partial (hit frequency here may not be typical).
